Hck Nef HTS: human Hck-Nef kinase inhibition | P08631 | Recombinant Hck-YEEI plus Nef, Z-Lyte FRET kinase assay | inhibition, % at 20 µM | 0.68% of 220,000 active;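 active = Hck-Nef kinase inhibition above about 50%, limit read from the data; inactive = inhibition below that limit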;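 also: 0% = DMSO with Hck plus Nef and 100% = Hck alone without Nef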
14-3-3 Bad inh: disrupts binding of bovine 14-3-3 zeta to phospho-Bad peptide; TR-FRET 14-3-3zeta/Dy647-pBad peptide displacement, 1 h; 0.71% of 220,000 active; P63103; inhibition, % at 21.7 µM; AID 781;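 active = inhibition above about 70%, limit read from the data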;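 also: 0% = full 14-3-3 plus peptide FRET controls and 100% = background without 14-3-3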
NCF1 inh: inhibitors of human p47phox binding; P14598; p47phox/p22phox peptide binding, fluorescence polarization, 2 h; inhibition, % at 24.7 µM; 0.53% of 220,000 active; AID 1274;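 active = inhibition above about 30%, limit read from the data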;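 also: 0% = p47phox with labelled peptide and 100% = labelled peptide alone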
Tb hexokinase: T. brucei hexokinase 1 inhibition; recombinant TbHK1, G6PDH-coupled NADH A340; inhibition, % at 10 µM; 0.11% of 220,000 active; AID 1430;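 active = inhibition of 50% or more in the single-dose primary screen; inactive = inhibition below 50%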
Runt-SMMHC FRET: Runt domain-CBFb-SMMHC interaction inhibition | Q01196+Q13951 | Cerulean-Runt/Venus-CBFb-SMMHC FRET ratio 530/480, 1 h | inhibition, % at 20 µM | 0.74% of 220,000 active | AID 1434;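 active = mean inhibition across duplicate retests at 20 µM reaching about 50%, limit read from the data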;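 also: 0% = DMSO wells and 100% = wells with excess untagged CBFb-SMMHC; inhibitors lower the FRET ratio by blocking Runt binding to CBFb-SMMHC; some results filed as inactive read as strong as hits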
Target sequence (Q01196 whole entry, looked up, the tested form may be a part): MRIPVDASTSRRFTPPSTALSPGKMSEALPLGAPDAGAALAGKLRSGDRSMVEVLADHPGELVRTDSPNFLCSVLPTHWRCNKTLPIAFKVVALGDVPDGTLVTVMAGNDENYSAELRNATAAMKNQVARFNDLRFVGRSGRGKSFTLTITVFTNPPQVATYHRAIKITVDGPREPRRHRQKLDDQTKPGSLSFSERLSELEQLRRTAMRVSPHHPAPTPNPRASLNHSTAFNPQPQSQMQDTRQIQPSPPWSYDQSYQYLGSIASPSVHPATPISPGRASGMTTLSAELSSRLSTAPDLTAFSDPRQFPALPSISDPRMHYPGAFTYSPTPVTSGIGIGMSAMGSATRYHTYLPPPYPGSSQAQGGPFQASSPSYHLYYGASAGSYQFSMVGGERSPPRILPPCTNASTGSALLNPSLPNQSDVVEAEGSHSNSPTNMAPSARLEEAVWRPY
Target sequence (Q13951 whole entry, looked up, the tested form may be a part): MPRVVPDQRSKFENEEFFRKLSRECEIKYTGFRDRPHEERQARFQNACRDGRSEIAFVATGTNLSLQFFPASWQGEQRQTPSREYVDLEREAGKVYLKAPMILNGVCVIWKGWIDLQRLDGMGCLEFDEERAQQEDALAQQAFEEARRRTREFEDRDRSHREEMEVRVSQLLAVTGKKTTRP
Runt-CBFb FRET: blocks binding of human RUNX1 Runt domain to CBFb | Q01196+Q13951 | Cerulean-Runt/Venus-CBFb FRET ratio 530/480, 1 h | inhibition, % at 20 µM | 0.46% of 220,000 active | AID 1496;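 active = inhibition over about 50% at 20 µM in the single-dose screen, limit read from the data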;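 also: 0% = DMSO wells and 100% = excess unlabeled CBFb competitor control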
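Assay system: Cerulean-Runt domain fusion protein, energy donor; Signal: fluorescence energy transfer, 422 nm excitation, 530/480 nm emission; Timing: 1 h compound exposure, room temperature; Control set: unlabeled CBFb; Medium: Tris buffer pH 7.5 with salts and BSA; Compound: single test concentration of 20 µM, 1% DMSO final; Probe or stimulus: Venus-CBFb 100 nM.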
zVAD death inh: blocks zVAD induced death of L929 cells; L929 zVAD necroptosis rescue, ATP luminescence, 24 h; with zVAD 60 µM; viability rescue, % at 10 µM; 0.38% of 220,000 active; AID 1377;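 active = activation, scaled between plate controls, above about 75%, limit read from the data; inactive = activation under that limit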;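 also: 0% = zVAD with DMSO and 100% = DMSO alone without zVAD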
Mdm2 ligase inh: blocks human Mdm2 ubiquitin ligase activity; signal enhancement, % at 5 µM; 0.11% of 210,000 active; cell-based MDM2 ubiquitination luciferase reporter, 2 h; 0 = plate control, 100 = twice control, blank-subtracted; AID 1230;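 active = signal enhancement of 30% or more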;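 also: luminescence tracks abundance of the self-degrading MDM2-luciferase fusion protein; higher signal means inhibition of MDM2 E3 ligase activity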
Target sequence (Q00987 whole entry, looked up, the tested form may be a part): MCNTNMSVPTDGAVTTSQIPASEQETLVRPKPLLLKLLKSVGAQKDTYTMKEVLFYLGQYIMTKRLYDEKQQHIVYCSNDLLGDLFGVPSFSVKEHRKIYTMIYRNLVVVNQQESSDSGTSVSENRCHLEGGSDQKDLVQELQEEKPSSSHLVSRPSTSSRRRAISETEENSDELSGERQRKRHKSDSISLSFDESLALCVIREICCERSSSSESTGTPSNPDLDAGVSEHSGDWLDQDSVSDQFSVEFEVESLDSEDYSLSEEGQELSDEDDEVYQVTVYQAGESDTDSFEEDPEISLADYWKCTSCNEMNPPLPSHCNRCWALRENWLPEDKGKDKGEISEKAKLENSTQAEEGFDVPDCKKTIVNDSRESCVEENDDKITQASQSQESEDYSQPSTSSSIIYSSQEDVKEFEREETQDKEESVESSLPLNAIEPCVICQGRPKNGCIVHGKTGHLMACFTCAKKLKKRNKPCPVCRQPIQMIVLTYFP
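Assay system: mammalian cells stably expressing self-ubiquitinating, self-degrading MDM2 E3–luciferase fusion. Quantity: 2000 cells in each well. Medium: DMEM culture medium. Compound dosing: single-point 5 µM. Timing: cell settling 4 h, compound treatment 2 h, both 37 °C. Technique: luciferase luminescence. Read-out basis: percent signal gain over controls, blank-subtracted. Benchmarks: plate controls and plate blanks.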
EBV gp42 block: blocks Epstein-Barr virus glycoprotein 42 binding | inhibition, % (tested at 21.74 µM) | Fluorescence polarization binding assay, mP read-out | AID 1085 | Q1HVG2 | 0.42% of 220,000 active; in the data active = inhibition above about 50%
The depositor's hits bear a star; x = no result given; [ ] = another dose, or the depositor's remark.

SMILES	Hck Nef HTS	14-3-3 Bad inh	NCF1 inh	Tb hexokinase	Runt-SMMHC FRET	Runt-CBFb FRET	zVAD death inh	Mdm2 ligase inh	EBV gp42 block
COc1ccc(-n2c(C)cc(C(=O)CN3C(=O)NC4(CCc5ccccc54)C3=O)c2C)cc1 (centres undefined)	3.4	1.1	-36.1	-5.8	0.7	-0.5	0.1	-8.9	-4.2
O=[N+]([O-])c1cc(C(F)(F)F)ccc1NCCc1c[nH]c2ccccc12	3.1	-3.9	4.2	8.5	-5.2	-3.4	0.3	-13.8	-10.3
CC(=O)c1sc(NC(=O)c2ccc(Cl)cc2)nc1C	5.0	-11.0	-21.1	-16.1	-0.6	0.4	-0.7	x	-21.4
CCOC(=O)c1sc2nc(N3CCOCC3)c3c(c2c1N)CC(C(C)C)OC3 (centres undefined)	14.3	-5.3	-4.6	-20.5	-2.7	-0.3	-0.8	-16.5	1.0
COCCCn1c(SCc2cccc(C(F)(F)F)c2)nc2cc(OC)c(OC)cc2c1=N	-0.7	12.4[fluorescence artefact?]	-15.7	-9.4	-6.6	-3.1	1.1	2.5	-1.6
CC(C)N(CC#CC(O)(c1ccccc1)c1ccccc1)C(C)C	6.4	-8.1	-6.0	3.3	-4.0	-2.6	-1.0	-18.1	-11.3
CN(C)S(=O)(=O)c1ccc(NC(=O)CN2CCC(Cc3ccccc3)CC2)cc1	19.6	-9.4	-2.8	-0.6	0.3	-0.7	0.5	-5.4	-5.8
COC(=O)N/N=C(\C)c1ccco1	17.4	-2.0	-5.1	-0.6	0.4	0.5	1.6	-3.0	-30.2
NC(=O)C(Cc1ccccc1)N1C(=O)c2ccccc2C1=O (centres undefined)	-1.3	2.6	4.0	1.6	-0.4	-0.8	1.1	-2.8	6.1
CCc1ccc(NC(=O)C(=O)NCc2ccccn2)cc1	19.5	-7.7	-63.4	-1.9	3.6	0.7	0.7	-2.8	-18.2
COc1ccccc1C(=O)N1CC2(C)CC1CC(C)(C)C2 (centres undefined)	6.7	6.8	9.3	6.7	-3.2	-2.8	0.2	-6.8	-11.3
COc1ccc(Cn2c(CCC(=O)O)nc3cccnc32)cc1	4.3	-80.3	-12.8	-0.7	3.9	0.1	0.9	-2.5	-5.0
Fc1ccc(-c2cc(-c3nnc4n3CCCCC4)c3ccccc3n2)cc1	0.8	-5.7[fluorescence artefact?]	-15.1	9.2	1.3	-2.2	0.8	-8.0	6.8
O=c1c2ccccc2ncn1-c1ccc(Cl)cc1[N+](=O)[O-]	14.2	-4.0	0.7	-7.4	-4.7	0.1	6.1	-1.5	-1.6
CCc1ccc(-c2cn(-c3nc(C)cc(C)n3)c(=N)o2)cc1	1.6	-4.8[fluorescence artefact?]	-10.5	0.1	2.2	1.3	1.6	-19.5	-26.4

3 entries from above, as labelled records.
> COc1ccc(-n2c(C)cc(C(=O)CN3C(=O)NC4(CCc5ccccc54)C3=O)c2C)cc1 (centres undefined)
- Hck Nef HTS = 3.4
- 14-3-3 Bad inh = 1.1
- NCF1 inh = -36.1
- Tb hexokinase = -5.8
- Runt-SMMHC FRET = 0.7
- Runt-CBFb FRET = -0.5
- zVAD death inh = 0.1
- Mdm2 ligase inh = -8.9
- EBV gp42 block = -4.2

> CC(=O)c1sc(NC(=O)c2ccc(Cl)cc2)nc1C
- Hck Nef HTS = 5.0
- 14-3-3 Bad inh = -11.0
- NCF1 inh = -21.1
- Tb hexokinase = -16.1
- Runt-SMMHC FRET = -0.6
- Runt-CBFb FRET = 0.4
- zVAD death inh = -0.7
- Mdm2 ligase inh = x
- EBV gp42 block = -21.4

> COc1ccccc1C(=O)N1CC2(C)CC1CC(C)(C)C2 (centres undefined)
- Hck Nef HTS = 6.7
- 14-3-3 Bad inh = 6.8
- NCF1 inh = 9.3
- Tb hexokinase = 6.7
- Runt-SMMHC FRET = -3.2
- Runt-CBFb FRET = -2.8
- zVAD death inh = 0.2
- Mdm2 ligase inh = -6.8
- EBV gp42 block = -11.3

Following part
SMILES	Hck Nef HTS	14-3-3 Bad inh	NCF1 inh	Tb hexokinase	Runt-SMMHC FRET	Runt-CBFb FRET	zVAD death inh	Mdm2 ligase inh	EBV gp42 block
COc1ccc(C(=O)NCc2ccncc2)cc1OC	14.0	-2.5	4.4	1.8	9.5	-2.0	21.9	-14.4	6.6
CN(C)Cc1cc2ccccc2c2c1COC2	6.6	-2.6	-7.2	-3.0	1.7	0.2	0.0	6.7	-6.8
O=c1[nH]c(C2CCCN(S(=O)(=O)c3ccccc3)C2)nc2c1nnn2Cc1ccccc1 (centres undefined)	-0.7	-9.8	-8.5	1.0	-6.6	-2.6	-0.3	-5.3	-9.2
CN(Cc1ccccc1)S(=O)(=O)c1ccc(NS(C)(=O)=O)cc1	-0.2	26.0	-11.9	1.3	-5.9	-1.9	0.5	-0.8	-9.8
CC1(C)NC(=O)N(CCOc2cccc(Oc3ccccc3)c2)C1=O	-0.5	10.7[fluorescence artefact?]	-12.4	-3.6	0.0	-2.7	0.7	7.6	-11.4
Cc1ccc(-c2cn3cc([N+](=O)[O-])ccc3n2)cc1	3.5	-2.7	9.3	-10.1	-2.1	67.1*	1.1	-39.7	-9.5
Cc1onc(-c2c(F)cccc2Cl)c1C(=O)Nc1c(C)n(C)n(-c2ccccc2)c1=O	0.9	7.2[fluorescence artefact?]	-9.7	-5.1	-8.3	-2.5	-0.1	-8.8	-10.5
CCCC(=O)Nc1cccc(NC(=O)c2cccc([N+](=O)[O-])c2C)c1	1.4	21.9[fluorescence artefact?]	-3.8	34.7	-1.0	1.1	0.3	-9.8	-25.5
COc1ccc(CCN(Cc2cc3cc(C)ccc3[nH]c2=O)C(C)=O)cc1OC	23.6	-7.2	2.5	-13.3	-2.4	-0.3	0.6	-5.8	-16.6
Cn1ncc(N=Cc2c(O)ccc3ccccc23)c1C(=O)Nc1cccc(Cl)c1	33.2	34.3	-15.6	-22.1	-82.5	-29.1	3.5	-17.1	-9.0
Cc1csc(NC(=O)Cc2coc3cc(C)c(C(C)C)cc23)n1	-3.7	-14.7[fluorescence artefact?]	-26.0	-3.2	1.4	-2.0	-0.6	-15.1	-14.3
Cn1ncc(C#N)c1/N=C/N1CCCCCC1	0.6	-0.9[fluorescence artefact?]	-9.7	2.0	6.4	-0.7	0.5	-12.0	-14.5
Cc1nn(-c2ccccc2)c(Cl)c1/C=N/Nc1ccc(Cl)c(C(=O)O)c1	7.0	-11.7	-6.0	-2.4	6.4	-3.9	0.0	-81.9	4.7
N=C1/C(=C\c2ccc(SCc3ccco3)o2)C(=O)N=C2SC=NN12	-0.5	-1.7[fluorescence artefact?]	-152.3	-3.1	6.9	21.9	1.2	-6.7	-4.0
CC1(C(=O)OCC(=O)Nc2ccc3ccccc3c2)CC1(Cl)Cl (centres undefined)	-8.0	-3.8	-4.4	3.9	-1.6	-1.0	78.0*	-6.8	8.9

Gathered by group, those above containing two or more sulfur atoms.
SMILES	Hck Nef HTS	14-3-3 Bad inh	NCF1 inh	Tb hexokinase	Runt-SMMHC FRET	Runt-CBFb FRET	zVAD death inh	Mdm2 ligase inh	EBV gp42 block
CN(Cc1ccccc1)S(=O)(=O)c1ccc(NS(C)(=O)=O)cc1	-0.2	26.0	-11.9	1.3	-5.9	-1.9	0.5	-0.8	-9.8
N=C1/C(=C\c2ccc(SCc3ccco3)o2)C(=O)N=C2SC=NN12	-0.5	-1.7[fluorescence artefact?]	-152.3	-3.1	6.9	21.9	1.2	-6.7	-4.0

Following part.
SMILES	Hck Nef HTS	14-3-3 Bad inh	NCF1 inh	Tb hexokinase	Runt-SMMHC FRET	Runt-CBFb FRET	zVAD death inh	Mdm2 ligase inh	EBV gp42 block
COc1ccc(NC(=O)CSc2nc3ccccc3c(=O)n2-c2ccc3c(c2)OCO3)c(OC)c1	9.8	-7.1	4.7	-0.6	2.0	-1.0	0.3	-30.1	-14.8
O=C(O)CNC(=S)N(Cc1ccccc1)Cc1ccccc1F	24.8	-11.2	-3.3	-12.8	1.4	-1.3	0.8	-3.2	-8.3
C=CCN(c1ccccc1)S(=O)(=O)c1cc(C(=O)NC2=NCCS2)ccc1Cl	29.0	2.1	-18.7	-2.7	1.4	-1.1	0.3	1.9	-13.2
COc1ccc(N(C(C)C(=O)NC2CCCCCC2)S(C)(=O)=O)cc1 (centres undefined)	-0.4	-5.8	-3.6	-3.6	-0.8	-1.5	0.3	-29.7	-5.4
CCC(C(=O)OCC(=O)Nc1cc(Cl)cc(Cl)c1)c1ccccc1 (centres undefined)	1.7	-8.0	2.2	-1.2	-0.5	-1.6	0.8	-6.8	-1.0
CCOc1ccc(C(=O)NCc2ccccc2)cc1Br	0.7	-3.2[fluorescence artefact?]	3.0	-1.9	-0.7	-1.0	0.6	2.0	7.5
O=C(O)c1cccc(Cn2c(Cl)c(/C=N/NC(=O)c3cc4ccccc4cc3O)sc2=O)c1	36.7	9.1	-59.4	12.1	-7.5	11.7	0.7	-4.4	-3.9
CC1=NN(c2ccccc2)C(=O)C1/C=C1\NC(=S)NC1=O (centres undefined)	20.3	7.2	-9.7	0.1	10.7	8.5	4.5	-12.6	-23.4
COC(=O)c1cnc(N2CCCN(S(=O)(=O)c3ccc(C(F)(F)F)cc3)CC2)nc1C(F)(F)F	15.0	-6.6	-7.0	-21.3	-3.0	-2.7	0.0	-15.1	-8.9
CCN(CCNC(=O)C1CCN(Cc2nc(-c3ccc(Cl)cc3)oc2C)CC1)c1ccccc1	-1.2	0.6	-11.6	-2.0	2.5	-3.5	1.3	-25.5	3.8
CCCCS(=O)(=O)/C=C\C1C2C=CC(C2)C1S(=O)(=O)CCCC (centres undefined)	1.1	-14.0	-0.1	0.4	-1.2	-1.5	-0.3	-10.6	-12.9
Cc1nc2ccccc2c(=O)n1/N=C/c1c(O)ccc2oc3c(c12)CCCC3	10.7	12.6	21.2	-16.1	-83.9	-8.0	10.7	-0.6	-16.0
Clc1ccc(-c2n[nH]c3c2Cc2ccccc2-3)cc1Cl	16.0	-1.2	-16.7	-6.7	-0.7	0.7	3.3	x	-14.4
CC[C@H](C)[C@H](NC(=O)OCc1ccccc1)C(=O)Nc1ccc(NC(C)=O)cc1	5.2	-10.9	0.2	0.2	1.9	2.1	2.7	-6.7	-9.4
CC(=O)Nc1ccc(S(=O)(=O)NC(C(=O)O)C2=CCC=CC2)cc1 (centres undefined)	1.8	29.6	-7.8	0.3	-2.0	-3.0	0.1	-5.4	-14.9
OC1(c2ccc(Cl)c(Cl)c2)C[n+]2ccccc2N1Cc1ccccc1 (centres undefined)	11.4	0.0	2.9	-4.7	-2.3	0.3	1.2	3.3	-2.3
COc1ccc(O)c(C(=O)CC(=O)c2ccccc2C)c1	10.0	-13.7	-4.7	-0.2	-1.3	1.3	-0.8	-13.0	4.1
CCOC(=O)COc1ccc(S(=O)(=O)N2CCN(c3ccc(F)cc3)CC2)cc1	0.7	0.7	-12.5	-5.5	-0.8	-1.4	0.3	-10.4	-21.9
COC(=O)CN(c1ccc(OCc2ccccc2)cc1)S(C)(=O)=O	3.9	-11.6	-11.4	2.8	1.1	0.1	0.5	-26.4	-16.1
O=C(C1CC(c2ccc(F)cc2)=NO1)N1CCCCC1 (centres undefined)	0.1	15.7[fluorescence artefact?]	-5.0	-3.4	1.9	0.7	0.2	-15.5	-22.1
Cc1ccc(S(=O)(=O)N(C)CCCC(=O)n2nc(C)cc2C)cc1	9.0	16.0[fluorescence artefact?]	-16.6	2.9	0.4	1.0	0.5	-11.9	-6.9
